# CF NFkB block: inhibitors of cystic fibrosis induced NF-kB. KKLEB NF-kB-GFP reporter, PAF-induced, GFP fluorescence overnight. 0.86% of 360,000 active. inhibition, % at 5 µM;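 active = at least 50% inhibition at 5 µM, scaled per plate between neutral and stimulator controls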;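 note: PAF is a Pseudomonas aeruginosa culture filtrate used as stimulus; plate controls were PAF-stimulated DMSO wells for no effect and unstimulated DMSO wells for full effect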
# COUP-TFII inh: inhibitors of human COUP-TFII (NR2F2); inhibition, % at 8.6 µM; HEK293T NGFI-A luciferase reporter, luminescence; AID 686940; P24468; 0.7% of 370,000 active;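 active = inhibition above a per-plate cutoff, mean inhibition of test wells between control levels plus 3 SD, cut at about 38% in these data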;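 note: cells cotransfected with COUP-TFII expression vector driving the NGFI-A reporter; 0% = median of COUP-TF2 test wells and 100% = reporter-only cells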
# KKLEB cytotox: counter-screen for CF NF-kB inhibitors: cytotoxicity; KKLEB CF airway cells viability, ATPlite luminescence, overnight; hits give low values; cells stimulated with P. aeruginosa culture filtrate; 0.36% of 360,000 active; AID 602141; activity change (cytotoxicity), % at 5 µM;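 active = corrected activity change at or below -50% at 5 µM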
# Shn3 inh set2: Schnurri-3 reporter inhibition in Clone20 osteoblasts; Clone20 osteoblast Shn3 3'UTR firefly luciferase, 24 h; inhibition, % at 12.5 µM; 0.52% of 360,000 active; AID 588674;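 active = mean inhibition of at least 75% with every replicate also reaching 75%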;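 note: 0% = median of neutral control wells and 100% = pilot-screen positive control compound; some compounds past the cut are filed as inactive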
# NR5A2 inv ag: inverse agonists of human LRH-1 (NR5A2); O00482; HEK293T StAR-luciferase reporter, LRH-1 transfected, 24 h; inhibition, % at 3.6 µM; 0.13% of 360,000 active;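 active = inhibition above the mean inhibition of all tested compounds plus 3 SD, cut at about 73% in these data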;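 note: 0% = DMSO wells and 100% = reporter-only cells lacking LRH-1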
# SRC3 inh: human NCOA3 inhibition | 0.17% of 360,000 active | Q9Y6Q9 | inhibition, % at 3.6 µM | HEK293 GAL4-SRC3 luciferase reporter, luminescence | AID 588352;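 active = inhibition above a per-campaign cutoff, the mean of all compounds plus 3 SD, cut at about 60% in these data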;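 note: 0% = DMSO-treated cells and 100% = gossypol-treated cells at 36 µM; higher means less SRC3-driven luciferase light from the GAL4 reporter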
# NCOA1 inh: human NCOA1 inhibition | HEK293 GAL4-SRC1 luciferase reporter, luminescence | inhibition, % at 3.6 µM | 0.12% of 360,000 active | AID 588354;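 active = inhibition above the campaign mean plus 3 SD, with each screening campaign given its own cutoff, cut at about 60% in these data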;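 note: 0% = DMSO treated cells and 100% = gossypol at 36 µM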
# Target sequence (Q15788 whole entry, looked up, the tested form may be a part): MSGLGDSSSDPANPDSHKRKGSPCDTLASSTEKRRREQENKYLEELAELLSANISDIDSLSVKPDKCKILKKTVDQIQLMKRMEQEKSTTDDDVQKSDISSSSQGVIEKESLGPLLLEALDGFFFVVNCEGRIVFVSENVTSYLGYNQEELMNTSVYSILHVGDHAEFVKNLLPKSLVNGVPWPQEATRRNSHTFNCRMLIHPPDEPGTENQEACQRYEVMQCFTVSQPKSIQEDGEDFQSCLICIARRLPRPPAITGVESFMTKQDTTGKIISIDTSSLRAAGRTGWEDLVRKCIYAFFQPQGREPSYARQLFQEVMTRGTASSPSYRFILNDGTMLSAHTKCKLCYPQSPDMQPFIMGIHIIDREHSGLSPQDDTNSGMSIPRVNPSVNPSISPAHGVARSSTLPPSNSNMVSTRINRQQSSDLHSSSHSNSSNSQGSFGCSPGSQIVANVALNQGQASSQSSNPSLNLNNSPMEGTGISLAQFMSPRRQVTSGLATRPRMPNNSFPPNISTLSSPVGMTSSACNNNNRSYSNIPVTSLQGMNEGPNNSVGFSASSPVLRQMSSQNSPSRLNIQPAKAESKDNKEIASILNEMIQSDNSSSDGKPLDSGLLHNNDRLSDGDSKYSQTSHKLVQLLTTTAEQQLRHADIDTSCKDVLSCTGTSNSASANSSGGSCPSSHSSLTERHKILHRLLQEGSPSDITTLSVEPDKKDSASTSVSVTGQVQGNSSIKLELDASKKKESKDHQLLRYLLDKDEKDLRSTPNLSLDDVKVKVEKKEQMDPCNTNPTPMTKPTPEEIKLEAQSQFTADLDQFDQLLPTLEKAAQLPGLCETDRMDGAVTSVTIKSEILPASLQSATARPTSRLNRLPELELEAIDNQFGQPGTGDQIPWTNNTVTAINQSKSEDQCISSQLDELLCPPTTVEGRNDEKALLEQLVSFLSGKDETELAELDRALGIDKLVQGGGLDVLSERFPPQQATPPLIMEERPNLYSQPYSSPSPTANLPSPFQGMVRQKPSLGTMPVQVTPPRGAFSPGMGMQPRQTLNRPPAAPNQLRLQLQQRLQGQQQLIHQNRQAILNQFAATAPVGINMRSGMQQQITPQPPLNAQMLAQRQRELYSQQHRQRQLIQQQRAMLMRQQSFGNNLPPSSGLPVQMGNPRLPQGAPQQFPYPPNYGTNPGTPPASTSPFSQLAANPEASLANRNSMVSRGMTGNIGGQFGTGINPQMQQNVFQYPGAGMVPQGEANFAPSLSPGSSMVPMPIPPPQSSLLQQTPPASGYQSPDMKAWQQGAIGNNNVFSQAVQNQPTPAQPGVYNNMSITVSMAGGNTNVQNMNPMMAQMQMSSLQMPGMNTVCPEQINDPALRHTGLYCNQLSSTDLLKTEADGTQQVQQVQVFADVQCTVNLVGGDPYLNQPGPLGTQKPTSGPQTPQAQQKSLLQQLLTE
# TROY signal inh: inhibitors of TROY-dependent NF-kB signaling; 0.98% of 360,000 active; Q293 LMP1-TROYcd NF-kB luciferase reporter, 4 h; inhibition, % at 10 µM; AID 1347056;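 active = compounds whose plate-normalised and pattern-corrected inhibition of the luciferase reporter signal at the single screening dose is 50% or more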
# EBV LMP1 NFkB: reduces LMP1-driven NF-kappaB luciferase signal | LMP1-induced NF-kappaB luciferase reporter cells, luminescence | inhibition, % at 12.5 µM | 0.69% of 350,000 active | AID 504558; in the data active = inhibition above about 41%;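 note: 0% = neutral control wells and 100% = reference inhibitor control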
# TWEAK Fn14 block: blocks TWEAK-Fn14 interaction in a reporter cell assay | TWEAK-stimulated Fn14 reporter cells, luciferase luminescence, 8 h | inhibition, % at 10 µM | 2% of 360,000 active | AID 1159606; in the data active = inhibition above about 50%
# TRAIL sens C8: caspase-8 TRAIL sensitization; NB7+C8 cells + TRAIL, ATPlite viability luminescence; AID 624354; 1% of 360,000 active; inhibition (viability loss, TRAIL sensitization), % at 10 µM;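 active = compounds causing at least 50% loss of cell viability in the single-dose screen, relative to plate controls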
# An asterisk follows results filed as active; / = not tested or not shown. These rows are one share of the data; rates above refer to the full screens.
SMILES,CF NFkB block,COUP-TFII inh,KKLEB cytotox,Shn3 inh set2,NR5A2 inv ag,SRC3 inh,NCOA1 inh,TROY signal inh,EBV LMP1 NFkB,TWEAK Fn14 block,TRAIL sens C8
COC(=O)c1ccc(CNC(=O)c2c3c(nc4ccccc24)CCN(Cc2ccccc2)C3)cc1,-10,2,-7,-6,25,-6,7,3,4,15,-3
COc1ccc(N(CC(=O)NCCSCc2ccc(C)cc2)S(=O)(=O)c2ccccc2)cc1,8,-38,1,37,12,-2,-12,36,-6,20,-9
COc1cc(CN2CCC(CCC(=O)NC3CC3)CC2)cc(Cl)c1OC,2,-9,-6,3,-7,-16,-19,18,4,13,-11
CCOc1cc(Br)c(Br)c(C=Nc2ccc(NC(C)=O)cc2)c1O,69*,-7,-1,-21,-5,19,7,6,-3,11,-26
CC(C)(C)n1nnnc1C(c1ccccc1F)N(Cc1ccco1)CC1CCCO1 (stereo not given),-3,8,2,-21,22,5,-4,-7,6,20,7
COc1ccc(OC)c2sc(NC(=O)c3ccc(Br)s3)nc12,40,9,0,17,-13,13,14,-13,8,-26,8
COC(=O)[C@]1(Cc2ccccc2)N[C@H](CN(C)S(=O)(=O)c2ccc(C(F)(F)F)cc2)[C@@H]2C(=O)N(Cc3ccccc3)C(=O)[C@@H]21,4,-5,18,8,0,3,-8,14,6,19,12
COc1cccc(C=C2SC(=S)NC2=O)c1,27,-2,-15,-4,-10,-14,-2,14,-4,-12,39
COc1ccc(-n2c(SCCC#N)nnc2-c2cc(Cl)ccc2OC)cc1Cl,7,14,-4,-24,12,-30,-2,5,-4,2,16
CCNc1c(NS(=O)(=O)c2ccc(OC)cc2)c(=O)oc2ccccc12,-2,4,-4,-10,4,-7,-32,-44,-6,17,-4
O=C(CN1C(=O)COc2ccc(S(=O)(=O)N3CCCCC3)cc21)NCc1ccccc1Cl,4,7,1,17,13,-14,-53,-12,1,2,8
Cc1ccc(OC(=O)c2cc(C)nn2C(C)(C)C)cc1,0,-5,0,14,10,7,10,-1,-5,-2,-7

# Only TROY signal inh, for two of the compounds above:
structure	TROY signal inh
CCNc1c(NS(=O)(=O)c2ccc(OC)cc2)c(=O)oc2ccccc12	-44
O=C(CN1C(=O)COc2ccc(S(=O)(=O)N3CCCCC3)cc21)NCc1ccccc1Cl	-12

# Other results.
SMILES,CF NFkB block,COUP-TFII inh,KKLEB cytotox,Shn3 inh set2,NR5A2 inv ag,SRC3 inh,NCOA1 inh,TROY signal inh,EBV LMP1 NFkB,TWEAK Fn14 block,TRAIL sens C8
O=C(CCl)c1ccc2[nH]c(=O)oc2c1,10,-9,-4,4,16,-10,-1,11,5,4,10
O=C(CSc1nccc2ccccc12)N1CCN(c2ccccn2)CC1,-42,4,17,11,8,-15,-23,-4,6,-8,-7
COc1cc(OC)c(NC(=O)CCc2ccccc2)cc1Cl,17,-5,-8,-3,-4,1,4,-14,-10,0,5
O=C(CC[C@H]1O[C@@H](n2ccc(=O)[nH]c2=O)[C@H](O)[C@@H]1O)N[C@H](Cc1ccccc1)C(=O)NCC1CCCO1 (stereo not given in full),4,-2,9,-10,-4,0,10,-3,/,1,-27
O=C(Nc1nnc(-c2ccccc2)o1)Nc1ccccc1Cl,14,-10,-4,-29,12,-10,4,-25,-6,2,-11
CC1=NOC(=O)/C1=C\c1ccc(-c2ccc(Cl)c(C(=O)O)c2)o1,-19,3,13,2,9,18,-2,20,-9,-18,0
Cc1ccc(-c2nnn(CC(=O)Nc3cccc4cccnc34)n2)o1,5,14,-6,8,-8,4,-8,-11,-2,20,4
C[C@H]1CN([C@@H](C)CO)C(=O)CCCn2nncc2CO[C@@H]1CN(C)Cc1ccc(-c2ccccc2)cc1,-7,29,5,26,3,-2,15,6,11,-30,8
Cc1csc(NC(=O)Cc2ccc(Cl)cc2)n1,16,-20,-3,-20,-3,3,-27,-30,-15,-13,-7
O=C(NCc1ccccc1)C(=O)Nc1nc(-c2ccccc2)cs1,-5,-8,-2,-2,-8,14,12,3,-13,-16,15
CC(C)(C)NC(=O)CN(Cc1ccc2c(c1)OCO2)C(=O)CNS(=O)(=O)c1ccc(F)cc1,-6,-23,4,0,18,-7,0,-2,-3,-12,1
Cc1ccnc(NCc2cc(C)ccc2O)c1,10,-24,-25,-22,-12,-31,-38,-40,3,-17,-1
COc1cc(CC(=O)OCC(=O)NCc2cccs2)cc(OC)c1OC,-2,7,1,0,18,1,-4,-3,-10,-3,9
Cc1ccc(-c2ncccc2OC(=O)C23CC4CC(CC(C4)C2)C3)cc1,3,8,-4,-24,19,-2,3,24,-2,27,-10
CC(=O)Nc1ccc(C(=O)Nc2ccc3c(c2)OCCO3)cc1,2,4,2,-4,-22,-3,-45,-21,/,24,18
CC(OC(=O)CNC(=O)c1sc2ccccc2c1Cl)c1ccccc1 (stereo not given),8,11,-3,-28,4,11,-4,-8,6,-42,2
COc1ccc(Nc2nc3c([nH]2)c(=O)[nH]c(=O)n3C)cc1,9,-3,-11,4,9,14,6,5,-5,5,1
COc1cc(NC(=O)c2c(-c3ccccc3Cl)noc2C)c2ncccc2c1,-2,23,-4,15,-4,6,5,4,5,14,22
O=C(CN1CCC(NC(=O)c2ccccc2Cl)CC1)NCc1ccco1,-25,3,14,7,-6,-12,-2,3,-1,16,-11
COc1ccc(NCc2ccc([N+](=O)[O-])s2)cc1,-14,-6,-1,2,24,-1,-9,-47,-2,-17,-3
Cc1onc(C(=O)Nc2cccnc2Cl)c1[N+](=O)[O-],4,19,-2,10,13,-4,4,0,-5,-2,-9
CN(C)c1oc(/C=C/c2ccccc2)nc1C#N,-10,-34,0,-69,-75,-79,-62,-46,-4,-23,-8
COc1ccc(OC)c(S(=O)(=O)N(C)CC(=O)N2CCN(c3ccccc3F)CC2)c1,13,5,2,1,-21,9,-10,6,3,-15,-6
O=c1cc(CN2CCN(S(=O)(=O)c3ccc4ccccc4c3)CC2)nc2sccn12,8,1,4,-5,8,4,-17,2,-6,2,7
CCOC(=O)/C(C#N)=C/c1cccc(C)c1,-6,-30,-6,1,0,11,-32,-2,4,15,-7
Cc1ccccc1OC(C)C(=O)NCCC1=CCCCC1 (stereo not given),-6,-2,-10,22,-13,11,-38,-28,-5,-1,1
CC(C)CC(NC(=O)c1ccc(Cl)cc1Cl)C(=O)O (stereo not given),6,-2,-4,6,18,16,13,-10,2,-42,-6
O=C1CCC(=O)N1c1ccccc1,10,-15,1,2,-5,-3,6,17,7,3,-31
O=C(NS(=O)(=O)c1ccccc1)c1ccccc1F,4,-9,-5,-14,-29,-15,2,17,-2,-21,-4
Cc1ccc(S(=O)(=O)NC(=O)NCCCN2CCOCC2)cc1,-7,-7,12,-24,15,3,-62,-2,-2,-6,14
O=C(O)CNc1ncccc1[N+](=O)[O-],-7,-11,4,-2,-3,13,10,-15,-1,-6,-1
C#CCOCCOCCOCCNc1nc(N2CCN(C(=O)CCCCCCCCCCNC(=O)[C@@H](CCC(=O)O)n3cc(CCCCCN)nn3)CC2)nc(N2CCN(C(=O)CCCCCCCCCCNC(=O)[C@@H](CCC(=O)O)n3cc(CCCCCN)nn3)CC2)n1,2,4,4,2,-13,2,-1,0,-11,6,-1
O=C(O)c1ccc(Cl)c(S(=O)(=O)NCc2cccnc2)c1,8,9,1,10,2,33,16,-27,4,22,2
CCC(=O)c1ccc(OCC(=O)N(Cc2nnc(-c3ccccc3Cl)o2)C2CC2)cc1,-23,16,-2,10,23,11,-19,8,-3,-6,15
Cn1c(N)c(C(=O)CSc2nnc(NC3CCCCC3)s2)c(=O)n(C)c1=O,-13,18,15,-3,-7,-9,-28,0,6,-13,-5
CC1([N+](=O)[O-])COC(C=Cc2ccccc2)OC1 (stereo not given),-35,-3,10,-5,1,-15,-7,-16,-5,-6,-16
Cc1cccc(-n2ncc3c2CCCC3NC(=O)CC(F)(F)F)c1C (stereo not given),-10,-1,3,-1,-1,-6,6,6,8,-14,7
COc1ccc(-c2coc3cc(O)c(OC)cc3c2=O)cc1,-22,-25,-1,-131,-57,-84,-54,-51,12,-14,19
CC1=CC(C)(C)NC(=S)N1c1cccc2cc(S(=O)(=O)O)ccc12,4,11,3,4,9,18,18,-2,14,5,-3
CC(C)[C@@H](C(=O)N1CCN(C(=O)OC(C)(C)C)CC1)n1cc(CCO)nn1,14,-15,11,30,-1,-21,-2,5,0,-3,-24
NS(=O)(=O)c1cccc(NC(=O)Cn2cc(C(F)(F)F)cc(Cl)c2=O)c1,12,-19,-5,8,-10,-8,6,-1,4,-8,-2
CC1(C)Cc2c(C#N)c(NCCc3ccccc3)nc(-c3ccco3)c2CO1,10,16,-5,21,9,3,20,2,2,19,-3

# Grouped by structure: those above with fluorine
SMILES,CF NFkB block,COUP-TFII inh,KKLEB cytotox,Shn3 inh set2,NR5A2 inv ag,SRC3 inh,NCOA1 inh,TROY signal inh,EBV LMP1 NFkB,TWEAK Fn14 block,TRAIL sens C8
CC(C)(C)n1nnnc1C(c1ccccc1F)N(Cc1ccco1)CC1CCCO1 (stereo not given),-3,8,2,-21,22,5,-4,-7,6,20,7
COC(=O)[C@]1(Cc2ccccc2)N[C@H](CN(C)S(=O)(=O)c2ccc(C(F)(F)F)cc2)[C@@H]2C(=O)N(Cc3ccccc3)C(=O)[C@@H]21,4,-5,18,8,0,3,-8,14,6,19,12
CC(C)(C)NC(=O)CN(Cc1ccc2c(c1)OCO2)C(=O)CNS(=O)(=O)c1ccc(F)cc1,-6,-23,4,0,18,-7,0,-2,-3,-12,1
COc1ccc(OC)c(S(=O)(=O)N(C)CC(=O)N2CCN(c3ccccc3F)CC2)c1,13,5,2,1,-21,9,-10,6,3,-15,-6
O=C(NS(=O)(=O)c1ccccc1)c1ccccc1F,4,-9,-5,-14,-29,-15,2,17,-2,-21,-4
Cc1cccc(-n2ncc3c2CCCC3NC(=O)CC(F)(F)F)c1C (stereo not given),-10,-1,3,-1,-1,-6,6,6,8,-14,7
NS(=O)(=O)c1cccc(NC(=O)Cn2cc(C(F)(F)F)cc(Cl)c2=O)c1,12,-19,-5,8,-10,-8,6,-1,4,-8,-2
